Peg3 promoter: Peg3 promoter-driven luciferase inhibitors, primary screen, cell-based, HeLa, luciferase luminescence; inhibition, % at 20 µM; HeLa PEG-Prom luciferase reporter, overnight; hit rate 1.7% among 360,000; AID 588405, 2011;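 active = inhibition of at least 50% at 20 µM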
TRPM1 prom inh: inhibitors of MITF-dependent TRPM1 promoter reporter, primary screen, cell-based, SK-MEL-5, single point, luciferase; SK-MEL-5 TRPM1 promoter luciferase, 24 h; hit rate 0.83% among 330,000; inhibition, % at 12.5 µM; AID 488899, 2010;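 active = mean inhibition across replicates of 60% or more, whatever share of single replicates reaches that level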; also: values of inactives mirror those of a sister screen read the other way
H9c2 protect: cardioprotection against H2O2-induced cell death, primary screen, uHTS, H9c2 cells, ATPLite luminescence; H9c2 cardiomyocytes, H2O2 injury protection, 2 h; protection from H2O2 cell death, % at 20 µM; hit rate 0.63% among 360,000; AID 588492, 2011;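 active = compounds giving at least 50% protection of heart cells from peroxide-induced death in the single-dose screen, raw or plate-pattern-corrected value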;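 also: 0% = DMSO wells with peroxide and 100% = DMSO wells without peroxide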
hiPSC survival: enhancers of single-cell hiPSC survival, primary screen, ATPlite luminescence. 100% = ROCK inhibitor wells, 0% = DMSO. hit rate 0.044% among 360,000. survival enhancement, % at 20 µM. AID 602274, 2012; in the data active = survival enhancement above about 18%;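 also: cells exposed to compounds for 16 hours before the ATP read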
HIF-2a inh: HIF-2a reporter inhibitors, primary screen, luminescence, 786-0 RCC cells. 786-0 RCC cells HIF-2a reporter, luciferase luminescence, overnight. inhibition, % at 18.8 µM. hit rate 0.72% among 360,000;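 active = inhibition of the luminescence signal of 40% or more relative to plate controls, in a single-dose primary screen at 18.75 µM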
HTR2A ag: mouse Htr2a agonists via beta-arrestin recruitment, primary screen, cell-based, luminescence; CHO-K1 mHTR2A beta-arrestin complementation; percent of 30 µM serotonin response; hit rate 0.66% among 360,000; activation, % at 7.6 µM; AID 624169, 2012; 5-hydroxytryptamine receptor 2A (Mus musculus), P35363;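 active = activation above a run cutoff, the mean activation of all tested compounds plus 3 SD, cut at about 14% in these data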;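 also: 0% = plate median of compound wells and 100% = 30 µM serotonin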
Target sequence (P35363 whole entry, looked up): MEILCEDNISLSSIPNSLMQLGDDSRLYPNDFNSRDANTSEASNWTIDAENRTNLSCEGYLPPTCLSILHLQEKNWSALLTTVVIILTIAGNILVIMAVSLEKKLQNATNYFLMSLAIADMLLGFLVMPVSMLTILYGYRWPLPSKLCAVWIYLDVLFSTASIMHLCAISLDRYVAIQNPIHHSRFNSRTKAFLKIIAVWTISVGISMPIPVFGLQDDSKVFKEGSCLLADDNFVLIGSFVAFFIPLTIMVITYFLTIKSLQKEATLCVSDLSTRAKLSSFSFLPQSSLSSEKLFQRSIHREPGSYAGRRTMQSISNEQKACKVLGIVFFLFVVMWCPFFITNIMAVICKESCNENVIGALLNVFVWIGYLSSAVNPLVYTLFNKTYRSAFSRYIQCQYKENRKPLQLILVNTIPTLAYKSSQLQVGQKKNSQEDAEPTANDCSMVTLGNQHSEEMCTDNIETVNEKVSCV
Shn3 3UTR inh: reduction of Shn3 3'UTR firefly luciferase signal, primary screen, Schnurri-3 inhibitor project, cell-based, Clone20 osteoblasts, set 2. Clone20 osteoblast Shn3 3'UTR firefly luciferase, 24 h. inhibition, % at 12.5 µM. hit rate 0.52% among 360,000. AID 588674, 2011;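 active = mean inhibition of at least 75% with every replicate also reaching 75%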;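 also: 0% = median of neutral control wells and 100% = pilot-screen positive control compound; some compounds past the cut are filed as inactive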
CaV13 FRET inh: Disruptors of the CACNA1D IQ motif to Ca2+-dependent inactivation inhibitor domain association, primary screening, Förster resonance energy transfer in intact living …; HEK cells, CFP/YFP FRET ICDI-IQ, plate reader, 10 min; percent FRET-ratio fall versus neutral wells; inhibition, % at 12.3 µM; hit rate 0.098% among 340,000;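 active = mean replicate inhibition of at least 30% and at least 1% of replicates passing that level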;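 also: 0% = median of the neutral control wells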
NR2E3 ag-1: NR2E3 agonists in two-hybrid cells, primary screen, cell-based, luminescence, CHO-S, Gal4-NCOR/VP16-NR2E3 | inhibition of corepressor binding, % at 3.98 µM | Photoreceptor-specific nuclear receptor (Homo sapiens), Q9Y5X4 | hit rate 0.35% among 360,000 | luciferase | AID 602229, 2012;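 active = inhibition above the mean of all tested compounds plus 3 SD, cut at about 70% in these data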;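 also: 0% = DMSO with NR2E3 transfected cells and 100% = cells lacking NR2E3 construct; higher means lower luciferase signal from less NR2E3 corepressor binding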
Target sequence (Q9Y5X4 whole entry, looked up, the tested form may be a part): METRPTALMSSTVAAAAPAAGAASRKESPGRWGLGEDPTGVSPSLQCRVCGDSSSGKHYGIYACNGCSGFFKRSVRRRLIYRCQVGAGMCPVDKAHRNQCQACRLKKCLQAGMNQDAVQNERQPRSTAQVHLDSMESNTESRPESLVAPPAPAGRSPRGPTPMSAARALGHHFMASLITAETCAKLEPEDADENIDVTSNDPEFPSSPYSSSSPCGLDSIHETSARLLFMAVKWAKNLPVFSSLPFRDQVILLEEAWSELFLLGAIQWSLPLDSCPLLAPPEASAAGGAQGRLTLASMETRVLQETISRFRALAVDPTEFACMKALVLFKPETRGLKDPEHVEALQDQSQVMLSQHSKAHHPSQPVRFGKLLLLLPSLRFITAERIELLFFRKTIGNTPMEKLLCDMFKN
PDI inh: inhibitors of human PDI, primary screen, biochemical, turbidity, single point, plate reader; Protein disulfide-isomerase (Homo sapiens), P07237; PDI insulin aggregation turbidity, A650, 90 min; inhibition, % at 10 µM; hit rate 0.052% among 350,000; AID 588391, 2011;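 active = mean inhibition across replicates of 30% or more, whatever share of single replicates reach that level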;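 also: absorbance from insulin aggregation driven by PDI reduction with DTT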
NR2E3 ag-2: inhibitors of NR2E3-RetCOR corepressor binding, primary screen, NR2E3 agonist project, biochemical, TR-FRET, GST-NR2E3, biotin-RetCOR | 1536-well | AID 2300, 2010 | Photoreceptor-specific nuclear receptor (Homo sapiens), Q9Y5X4 | inhibition of corepressor binding, % at 4.78 µM | hit rate 0.12% among 320,000;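 active = percent inhibition above the cutoff of mean plus 3 SD of all tested compounds, set per screening campaign, cut at about 20% in these data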;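 also: 0% = DMSO wells and 100% = biotin wells as full block of FRET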
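Format: 1536-well format; test system: GST-NR2E3 and biotin-RetCOR proteins; read-out basis: percent inhibition of TR-FRET ratio; timing: 5 h incubation at 4 °C; detection: time-resolved FRET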
Starred values were filed as active, the others as inactive; . = no result given.

canonical_smiles	Peg3 promoter	TRPM1 prom inh	H9c2 protect	hiPSC survival	HIF-2a inh	HTR2A ag	Shn3 3UTR inh	CaV13 FRET inh	NR2E3 ag-1	PDI inh	NR2E3 ag-2
CCOc1ncccc1C(=O)OCC(=O)N1c2ccccc2CC1C (centres undefined)	-7	10	3	4.1	8	6	10	-5	22	-8	3
CC(C)CC1NC(=O)N(CCCCN2C(=O)c3ccccc3C2=O)C1=O (centres undefined)	-1	-8	-8	1.0	0	6	9	-2	-3	-6	-2
O=C1CCCN1CCCNC(=S)Nc1ccc(Cl)cc1Cl	-8	-10	-2	-0.6	-9	1	-49	-7	-15	1	2
O=P(CCO)(c1ccccc1)c1ccccc1	18	0	7	4.1	11	-4	68	-3	-26	-2	2
O=[N+]([O-])c1ccc2c(c1)Nc1nc3ccccc3nc1N2	-169	-5	16	0.6	-191	3	-16	-1	-61	8	-2
CN1CCN(Cc2nc3cc(NC(=O)COc4ccc([N+](=O)[O-])cc4)ccc3n2C)CC1	0	5	4	-0.5	7	-4	-8	-7	-22	-9	5
CCc1ccccc1N(C(C)=O)c1nc(CN=C=S)cs1	15	0	4	0.1	17	0	-9	-7	-13	-2	0
O=C(CSc1nc2ccccc2s1)NC1CCS(=O)(=O)C1 (centres undefined)	0	14	-1	-0.1	-31	1	-4	.	15	0	-1
CCc1ccc(CNC(=O)C2Cc3cc(S(=O)(=O)N4CCCC4)ccc3N2C(C)=O)cc1 (centres undefined)	-51	-7	0	-0.5	-32	-2	9	-6	23	7	-1
COc1ccc2c3n(nc2c1)CCN=C3c1ccc(C)cc1	-24	6	12	5.3	-79	-9	-11	-6	-31	-6	0
COc1cc(NC(=O)c2noc(C)c2[N+](=O)[O-])c(OC)cc1Cl	47	29	-3	0.1	32	1	-1	-15	-35	0	-3
CCS(=O)(=O)N1CCC(C(=O)N2CCOCC2)CC1	-2	6	0	-1.6	-5	5	-15	-9	-5	-3	0
Nc1ncnc2c1ncn2[C@@H]1O[C@H](CNCc2ccc(OCC(=O)Nc3nccs3)cc2)[C@@H](O)[C@H]1O	-10	-12	-2	2.0	2	-2	-7	-6	19	-14	.
COc1cc2nc(CN(C)Cc3nc4ccccc4c(=O)[nH]3)[nH]c(=O)c2cc1OC	7	-13	55*	11	2	3	19	-4	-4	7	0
Cc1ccc(NC(=O)CCNS(=O)(=O)c2ccccc2F)cc1S(=O)(=O)N1CCOCC1	17	-3	3	0.2	-2	-2	6	-3	-4	-1	6
Cc1cc(=O)[nH]c(SCn2nnc3ccccc3c2=O)n1	1	-11	-3	-1.8	-7	3	-12	-4	0	26	4
CC(C)C(=O)Nc1ccnc(-c2cccnc2)n1	-3	9	4	0.1	2	5	-11	-7	-13	5	-5
Cc1ccc2c(c1)N(CC(=O)N(Cc1ccccn1)Cc1ccco1)C(=O)C(C(C)C)O2 (centres undefined)	17	5	18	-0.7	13	2	-8	-3	-2	-5	1
COC(=O)C1C(c2ccccc2)C(C(=O)OCc2ccco2)C1c1ccccc1 (centres undefined)	26	-3	15	0.7	-26	-17	12	-8	9	-3	-4
Cc1cc2ccccc2c(=O)n1CC(=O)NCC(=O)N1CCCC1	12	3	14	0.9	19	1	2	-4	3	0	-1
O=C(Nc1ccc(F)cc1F)c1ccc2ncsc2c1	-262	-30	2	0.1	-147	-5	-57	-5	-125	-11	-1
CCCNC(=O)C(=O)NCc1ccccn1	-2	4	4	0.7	9	1	4	1	5	13	1
COc1ccc(C(CC(=O)N2CCN(c3ccccc3)CC2)c2c(O)cc(OC)cc2OC)cc1 (centres undefined)	25	-5	4	-0.3	11	-4	-12	-5	-14	2	1
COc1ccc(/C=N/Nc2nnc(Cc3ccccc3)c(=O)[nH]2)cc1OC	-130	-25	-22	-0.6	-171	3	-30	-3	-37	-1	-1
CC1(C)CC(=O)c2cc(C(=O)NCc3ccco3)c(=O)n(-c3ccc(Cl)cc3)c2C1	8	1	2	-1.3	21	1	5	.	-28	0	1

Two of these compounds in another layout:
Cc1ccc(NC(=O)CCNS(=O)(=O)c2ccccc2F)cc1S(=O)(=O)N1CCOCC1
  Peg3 promoter = 17 | TRPM1 prom inh = -3 | H9c2 protect = 3 | hiPSC survival = 0.2 | HIF-2a inh = -2 | HTR2A ag = -2 | Shn3 3UTR inh = 6 | CaV13 FRET inh = -3 | NR2E3 ag-1 = -4 | PDI inh = -1 | NR2E3 ag-2 = 6

CCOc1ncccc1C(=O)OCC(=O)N1c2ccccc2CC1C (centres undefined)
  Peg3 promoter = -7 | TRPM1 prom inh = 10 | H9c2 protect = 3 | hiPSC survival = 4.1 | HIF-2a inh = 8 | HTR2A ag = 6 | Shn3 3UTR inh = 10 | CaV13 FRET inh = -5 | NR2E3 ag-1 = 22 | PDI inh = -8 | NR2E3 ag-2 = 3

Further entries:
canonical_smiles	Peg3 promoter	TRPM1 prom inh	H9c2 protect	hiPSC survival	HIF-2a inh	HTR2A ag	Shn3 3UTR inh	CaV13 FRET inh	NR2E3 ag-1	PDI inh	NR2E3 ag-2
CC(C)Cn1c(-c2cccs2)nc2ccccc21	3	-6	10	-1.1	7	-4	8	-4	-10	13	0
O=C(CBr)N1CCc2ccccc2C(c2ccccc2)C1 (centres undefined)	1	10	-2	-1.1	12	1	-8	-4	-6	1	-4
CCCC(C(=O)NNC(=O)c1cc(C)oc1C)c1ccccc1 (centres undefined)	5	-12	10	2.2	16	5	24	-7	-3	9	.
NS(=O)(=O)c1ccc(CCNC(=O)CSc2ccc([N+](=O)[O-])cc2)cc1	-25	9	-1	1.1	-17	8	2	-5	11	-7	3
COc1ccc2cc3cc(C(=O)NCCCN4CCc5ccccc5C4)sc3nc2c1	-205	-64	2	1.1	-173	-1	-42	-3	-47	14	2
O=C1CN(C(=O)COC(=O)c2oc3ccccc3c2COc2ccccc2)c2ccccc2N1	18	-5	8	0.9	-9	1	7	-3	-10	7	0
COC(=O)c1cn(CC(=O)Nc2ccc(OC)cc2)c2ccccc12	5	-9	6	1.5	20	-2	-12	3	-27	0	4
CC(C)(Cc1cc(CC(C)(C)C(=O)O)cc(C(C)(C)C)c1)C(=O)O	-2	-10	5	2.5	2	-2	5	2	-4	-47	4
O=S(=O)(c1ccc(-c2ccccc2)cc1)N1CCCCC1	20	9	-14	0.8	10	1	14	-1	0	5	3
N=C1/C(=C\c2coc3ccc(O)cc3c2=O)C(=O)N=C2SC=CN12	10	20	-2	0.4	7	-2	4	-30	-27	5	-1
CCOC(=O)C1CCN(C(=O)CN(C)S(=O)(=O)c2ccc3c(c2)c(=O)n(C)c(=O)n3C)CC1	11	5	-2	0.3	16	14	-5	-2	-13	12	-2
COc1ccc2c(c1)N(C)/C(=C1/SC(=NCc3ccccc3)N(c3ccccc3)C1=O)S2	2	2	5	-1.1	3	-2	5	-5	-8	-8	5
C=CCNC(=O)c1c(Cl)cnn1-c1ccc(C)cc1	-250	-36	-1	-0.5	-245	2	-72	-5	-92	11	2
COc1ccc(COC(=O)c2n[nH]c3ccccc23)cc1F	-197	-59	-1	-1.9	-212	0	-84	.	-102	0	-1
CC(C)(NC(=O)N1CCOCC1)c1cccc(C(C)(C)NC(=O)N2CCOCC2)c1	12	-7	4	2.4	4	1	-5	.	10	-2	2
O=C(/C=C/c1ccccc1O)c1ccc(Cl)cc1	-42	-1	-21	-3.4	-38	1	-23	-2	-50	-3	-1
Cc1nn(CC(=O)OCC(=O)c2ccc(OC(F)F)cc2)c(C)c1[N+](=O)[O-]	7	-4	8	3.8	3	0	4	-2	-20	-4	0
COc1ccc(C2=NN(C(=O)c3cccs3)C(c3ccccc3OC)C2)cc1OC (centres undefined)	18	-1	45	-0.7	-21	6	-5	7	7	-2	-2
O=C(NCCN1CCOCC1)c1cc(-c2cccc(O)c2)on1	-26	-5	2	-0.2	-16	7	-4	-7	-38	-2	1
CCOC(=O)C1=C(C)N(C[C@@H]2CC[C@@H](Cc3ccc(-c4ccccc4)cc3)O2)C(=O)NC1c1cccc([N+](=O)[O-])c1 (some centres undefined)	22	-3	-4	-0.4	10	-1	13	-6	11	1	.
COC(=O)C1=CN(c2ccc(F)c(F)c2)C=C(C(=O)OC)C1c1ccc([N+](=O)[O-])cc1	11	-6	13	-0.2	10	1	13	-5	-17	-9	2
Cc1nc2ccccc2c(=O)n1CCCn1ccnc1	12	16	12	-2.9	13	6	-3	.	-19	24	-1
O=C(NC1CC1)C1=C[C@@H](C2CCCCC2)C[C@@H](OCCCCO)O1	2	-1	-3	2.6	-2	12	-23	-10	14	8	3

Filtered by structure, the compounds so far with a nitro group on carbon.
canonical_smiles	Peg3 promoter	TRPM1 prom inh	H9c2 protect	hiPSC survival	HIF-2a inh	HTR2A ag	Shn3 3UTR inh	CaV13 FRET inh	NR2E3 ag-1	PDI inh	NR2E3 ag-2
O=[N+]([O-])c1ccc2c(c1)Nc1nc3ccccc3nc1N2	-169	-5	16	0.6	-191	3	-16	-1	-61	8	-2
CN1CCN(Cc2nc3cc(NC(=O)COc4ccc([N+](=O)[O-])cc4)ccc3n2C)CC1	0	5	4	-0.5	7	-4	-8	-7	-22	-9	5
COc1cc(NC(=O)c2noc(C)c2[N+](=O)[O-])c(OC)cc1Cl	47	29	-3	0.1	32	1	-1	-15	-35	0	-3
NS(=O)(=O)c1ccc(CCNC(=O)CSc2ccc([N+](=O)[O-])cc2)cc1	-25	9	-1	1.1	-17	8	2	-5	11	-7	3
Cc1nn(CC(=O)OCC(=O)c2ccc(OC(F)F)cc2)c(C)c1[N+](=O)[O-]	7	-4	8	3.8	3	0	4	-2	-20	-4	0
CCOC(=O)C1=C(C)N(C[C@@H]2CC[C@@H](Cc3ccc(-c4ccccc4)cc3)O2)C(=O)NC1c1cccc([N+](=O)[O-])c1 (some centres undefined)	22	-3	-4	-0.4	10	-1	13	-6	11	1	.
COC(=O)C1=CN(c2ccc(F)c(F)c2)C=C(C(=O)OC)C1c1ccc([N+](=O)[O-])cc1	11	-6	13	-0.2	10	1	13	-5	-17	-9	2

Screens from PubChem BioAssay.

Rows are unselected (roughly 3.9% active in at least one column).
